West Nile antiviral = West Nile virus antiviral activity, cell-based, CPE readout (AID 1621) | West Nile virus-infected cells, CPE inhibition; higher % means a stronger effect | CPE inhibition, % at 10 µM, or IC50 in µM where a hit was titrated | 290,000 compounds, 0.02% hits; in the data active = a potency from the dose series; inconclusive = CPE inhibition mostly from about 3.7% at the one dose, without a potency; inactive = the rest, 99 in 100 with CPE inhibition below about 2.2%; note: strong numbers were not always called active
NS5 inhibitors = Dengue-2 NS5 methyltransferase inhibitors, primary screen, biochemical, confirmation dose response (AID 588689) | 340,000 compounds, 0.3% hits | Dengue-2 NS5 methyltransferase capping enzyme assay, biochemical; higher % means a stronger effect | inhibition, % at 25 µM, or IC50 in µM where a hit was titrated; in the data active = a potency from the dose series; inconclusive = inhibition above about 29% without an active follow-up result
KOR beta-arrestin-1 = KOR agonists, beta-arrestin recruitment, primary screen, cell-based, luminescence, uHTS (AID 1777). activation, % at 10 µM, or EC50 in µM where a hit was titrated. KOR beta-arrestin recruitment, luminescence; higher % means a stronger effect. 280,000 compounds, 0.02% hits; in the data active = activation above about 50%, passing the limit was not always enough; note: a part of the inactive calls stands beside numbers as strong as those of hits
NOD1 NF-kB reporter = NOD1 signaling inhibitors, primary screen, cell-based, luminescence, uHTS (AID 1578) | inhibition, % at 4 µM; hits with a dose series show EC50 in µM | NOD1-driven NF-kB luciferase reporter cells, luminescence; higher % means a stronger effect | 290,000 compounds, 1% hits; in the data active = inhibition mostly above about 36%, no sharp cut-off; inactive = mostly below about 34%;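 note: HEK-293T reporter cells stimulated with the NOD1 agonist gamma-tri-DAP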
GPR55 LPI antagonism = inhibition of LPI-stimulated GPR55 beta-arrestin translocation – imaging, U2OS, beta-arrestin-GFP, LPI agonist, primary screen (AID 2013) | U2OS GPR55 beta-arrestin-GFP translocation imaging, LPI antagonism; higher % means a stronger effect | inhibition, % at 10 µM, or IC50 in µM where a hit was titrated | 290,000 compounds, 0.13% hits;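 active = spots per cell inhibited over 60%, with over 100 cells counted and total cytoplasm intensity under 500,000; inconclusive = wells with under 100 cells, flagged as likely toxic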;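 note: U2OS cells stably carrying GPR55 and arrestin-GFP stimulated by 5 µM LPI near EC80; imaged beta-arrestin-GFP aggregate spots per cell after agonist stimulation; plate controls were LPI-stimulated DMSO wells for no effect and DMSO wells without LPI for full effect; some results filed as inactive read as strong as hits; confirmed hits need IC50 under 10 µM and bright autofluorescent wells are also inconclusive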
KOR beta-arrestin-2 = kappa opioid receptor blockers – cell-based, luminescence, uHTS (AID 1778). KOR beta-arrestin recruitment, luminescence, antagonist mode; higher % means a stronger effect. inhibition, % at 10 µM, or IC50 in µM where a hit was titrated. 290,000 compounds, 0.091% hits; in the data active = inhibition above about 50%; note: strong numbers were not always called active
HIV fusion peptide = cell-free HIV fusion peptide-binding blockers – biochemical, uHTS, fluorescence dequenching, primary screen (AID 1986); inhibition, % at 20 µM, or IC50 in µM where a hit was titrated; 290,000 compounds, 0.3% hits; cell-free peptide binding, fluorescence dequenching, 30 min; higher % means a stronger effect; in the data active = inhibition mostly above about 52%, no sharp cut-off; inactive = mostly below about 76%; note: some results filed as inactive read as strong as hits
GPR55 beta-arrestin = selective activators of receptor GPR55 – imaging, U2OS cells, beta-arrestin-GFP redistribution, primary screen (AID 1961). activation, % at 10 µM; hits with a dose series show EC50 in µM. U2OS GPR55 beta-arrestin-GFP redistribution imaging; higher % means a stronger effect. 290,000 compounds, 0.048% hits;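 active = activation above 40% with more than 50 cells counted in the well; inconclusive = wells holding fewer than 50 cells, flagged as toxic or sparse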;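 note: U2OS osteosarcoma cells stably expressing GPR55 and beta-arrestin-GFP; plate controls were DMSO negative control for no effect and LPI positive control for full effect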
GPR35 arrestin U2OS = inhibition of zaprinast-stimulated GPR35 beta-arrestin translocation – imaging, U2OS, beta-arrestin-GFP, zaprinast agonist, primary screen (AID 2058); inhibition, % at 10 µM; hits with a dose series show IC50 in µM; U2OS GPR35 beta-arrestin-GFP translocation imaging, zaprinast antagonism; higher % means a stronger effect; 290,000 compounds, 0.052% hits;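 active = inhibition of at least 50% with at least 30 cells and total cytoplasm GFP at most 10,000,000; inconclusive = under 30 cells or total GFP of 10,000,000 plus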
NS5 inhibitors pilot replicate = recorded beside NS5 inhibitors, whose call it bears; inhibition, %; measured here: pilot screen replicate inhibition
Active calls of the source: *; ? = inconclusive; . = no result given. An excerpt; the hit share may differ from the screen's.

Preview (2 entries):
SMILES	West Nile antiviral	NS5 inhibitors	KOR beta-arrestin-1	NOD1 NF-kB reporter	GPR55 LPI antagonism	KOR beta-arrestin-2	HIV fusion peptide	GPR55 beta-arrestin	GPR35 arrestin U2OS	others
O=c1oc(-c2ccccc2NS(=O)(=O)c2ccc(Cl)cc2)nc2ccccc12	-0.8%	4%	4.0%	-5%	-5%	-33%	9.3%	-0.2%	-26%
CCOc1ccccc1NC(=O)Cn1ncc2ccc([N+](=O)[O-])cc21	-0.3%	-1%	3.3%	8%	2%	0%	-3.6%	-0.1%	-7%

The list itself, repeating the preview:
SMILES	West Nile antiviral	NS5 inhibitors	KOR beta-arrestin-1	NOD1 NF-kB reporter	GPR55 LPI antagonism	KOR beta-arrestin-2	HIV fusion peptide	GPR55 beta-arrestin	GPR35 arrestin U2OS	others
O=c1oc(-c2ccccc2NS(=O)(=O)c2ccc(Cl)cc2)nc2ccccc12	-0.8%	4%	4.0%	-5%	-5%	-33%	9.3%	-0.2%	-26%
CCOc1ccccc1NC(=O)Cn1ncc2ccc([N+](=O)[O-])cc21	-0.3%	-1%	3.3%	8%	2%	0%	-3.6%	-0.1%	-7%
CCN1/C(=C2\OC(=S)N(C)C2=O)Sc2ccccc21	.	2%	-1.5%	-35%	14%	6%	-1.7%	0.3%	19%
COc1ccc(NC(=O)c2sc(-c3ccccc3)nc2C)c(OC)c1	-0.4%	-6%	12%	23%	-18%	-16%	-1.5%	0.0%	7%
S=c1[nH]c2cc(-c3ccccc3)ccc2o1	0.1%	-13%	6.3%	-10%	2%	-5%	14%	0.0%	-7%
O=C(Nc1ccc(OC(F)F)cc1)c1ccccn1	-0.2%	0%	-3.0%	-23%	2%	4%	3.3%	0.5%	4%
CO[C@H]1O[C@H](C)[C@@H](O)C[C@H]1NC(=O)OCc1ccccc1	0.4%	.	-3.6%	-8%	-2%	-4%	0.0%	-0.3%	-6%
Cc1cc(C(=O)CN2C(=O)NC3(CCCc4ccccc43)C2=O)c(C)n1C (stereo unspecified)	-0.4%	-4%	2.9%	-3%	-3%	-29%	-1.7%	0.5%	0%
O=C1Nc2ccccc2C1=Nc1cccc([N+](=O)[O-])c1	2.1%	1%	-0.5%	-6%	3%	3%	1.9%	-0.1%	4%
COC(=O)c1cccc(NC(=O)CN2CCOCC2)c1	0.5%	-5%	6.6%	10%	-1%	29%	0.4%	-0.2%	-2%

7 compounds out of the list, ordered by heavy-atom count, ascending:
SMILES	West Nile antiviral	NS5 inhibitors	KOR beta-arrestin-1	NOD1 NF-kB reporter	GPR55 LPI antagonism	KOR beta-arrestin-2	HIV fusion peptide	GPR55 beta-arrestin	GPR35 arrestin U2OS	others
S=c1[nH]c2cc(-c3ccccc3)ccc2o1	0.1%	-13%	6.3%	-10%	2%	-5%	14%	0.0%	-7%
CCN1/C(=C2\OC(=S)N(C)C2=O)Sc2ccccc21	.	2%	-1.5%	-35%	14%	6%	-1.7%	0.3%	19%
O=C1Nc2ccccc2C1=Nc1cccc([N+](=O)[O-])c1	2.1%	1%	-0.5%	-6%	3%	3%	1.9%	-0.1%	4%
CO[C@H]1O[C@H](C)[C@@H](O)C[C@H]1NC(=O)OCc1ccccc1	0.4%	.	-3.6%	-8%	-2%	-4%	0.0%	-0.3%	-6%
CCOc1ccccc1NC(=O)Cn1ncc2ccc([N+](=O)[O-])cc21	-0.3%	-1%	3.3%	8%	2%	0%	-3.6%	-0.1%	-7%
Cc1cc(C(=O)CN2C(=O)NC3(CCCc4ccccc43)C2=O)c(C)n1C (stereo unspecified)	-0.4%	-4%	2.9%	-3%	-3%	-29%	-1.7%	0.5%	0%
O=c1oc(-c2ccccc2NS(=O)(=O)c2ccc(Cl)cc2)nc2ccccc12	-0.8%	4%	4.0%	-5%	-5%	-33%	9.3%	-0.2%	-26%

Continued:
SMILES	West Nile antiviral	NS5 inhibitors	KOR beta-arrestin-1	NOD1 NF-kB reporter	GPR55 LPI antagonism	KOR beta-arrestin-2	HIV fusion peptide	GPR55 beta-arrestin	GPR35 arrestin U2OS	others
Nc1nc2n(n1)C(c1cccs1)CC(c1ccc(Br)cc1)N2 (stereo unspecified)	-0.5%	-6%	4.5%	-5%	-3%	-26%	-1.9%	-0.2%	-17%
CC1(C)CC(=O)C2=C(C1)OC(N)=C(C#N)C21C(=O)N(Cc2ccccc2Cl)c2ccccc21 (stereo unspecified)	0.0%	-3%	2.1%	17%	14%	28%	32%	0.2%	-4%
Cc1cccc(-c2cc(C(=O)NCCCn3ccnc3)c3ccccc3n2)c1	-0.3%	.	3.8%	-51%	1%	-33%	0.0%	0.3%	6%
O=C(O)CC(Cc1ccc(Br)cc1)C(=O)O (stereo unspecified)	.	-1%	0.8%	-32%	-15%	18%	4.0%	-0.1%	8%
O=C(NCC1CCN(Cc2ccc(F)cc2)CC1)Nc1cc(F)ccc1F	-1.0%	-7%	-4.2%	-2%	5%	-17%	-0.5%	-0.3%	-8%
Cc1cc(C)nc(NS(=O)(=O)c2ccc(NC(=O)c3cccc(N4C(=O)CCC4=O)c3)cc2)n1	-0.1%	-4%	-1.8%	-25%	6%	-16%	-0.4%	0.2%	3%
CCOc1ccc(NS(=O)(=O)c2ccc(NS(C)(=O)=O)cc2)cc1	-0.1%	6%	-6.3%	-13%	-12%	-11%	2.5%	-0.2%	2%
CCOC(=O)c1c(-c2ccccc2)nc2ccc(C)cn12	-0.7%	-10%	-2.2%	-22%	-5%	-1%	2.2%	-0.1%	-9%
CSCC[C@H](NC(=O)Nc1ccc(OC(F)(F)F)cc1)C(=O)O	0.3%	-2%	-0.6%	-9%	-5%	6%	-1.5%	-0.1%	-8%
COC(=O)c1c(N)sc2c1CC(C)(C)OC2	-0.4%	1%	5.0%	-40%	-1%	-19%	-1.6%	-0.5%	-6%
CC(=O)c1ccc2c(c1)OCCOCCOCCOCCOCCO2	0.1%	.	7.0%	-9%	-6%	1%	1.1%	-0.1%	-5%
COc1cccc(C(=O)N/N=C/c2ccc(OC)c(COc3ccccc3C(N)=O)c2)c1	-0.3%	3%	-7.2%	2%	-30%	-25%	-1.4%	0.0%	17%
CN1CCN(CCCn2cnc3c(=O)oc4ccccc4c32)CC1	-0.3%	-7%	4.5%	.	7%	9%	-0.9%	-0.1%	-2%
COC(=O)C(NC(C)=O)(Nc1ccccc1)C(=O)OC	0.2%	2%	-1.6%	-14%	22%	32%	-1.8%	0.0%	-12%
CCC(=O)Oc1ccc(C(=O)Nc2cccc(C(=O)NCC(C)C)c2)cc1	1.8%	-9%	-2.9%	-14%	0%	-27%	1.2%	0.9%	-12%
O=c1oc(/C=C/c2ccc([N+](=O)[O-])s2)nc2ccccc12	-0.7%	-80%	0.5%	2%	-11%	0%	25%	0.5%	13%
COc1ccccc1NC(=O)c1ccc(NC(=O)COC(=O)C2CC2C)cc1 (stereo unspecified)	-0.2%	-3%	10%	-20%	0%	-27%	-1.8%	-0.2%	5%
Cc1ccc(NC(=O)Cc2cccs2)cc1Cl	-0.7%	-7%	2.1%	11%	-20%	-37%	2.8%	-0.2%	8%	NS5 inhibitors pilot replicate=-3.0
CC(=O)c1cnc(-c2ccccc2)s1	-0.1%	.	3.5%	-18%	-13%	-4%	-0.8%	-0.4%	7%
Cc1cc(C)c2c(=O)n(CC(=O)Nc3cccc(F)c3)sc2n1	?	-21%	2.2%	-9%	5%	3%	-0.3%	-0.1%	15%
CCOC(=O)N1CCC(Nc2c(NCCCN3CCN(CC)CC3)c(=O)c2=O)CC1	0.8%	-11%	2.8%	-4%	7%	-5%	7.2%	-0.1%	-6%
COc1cccc(C(=O)c2c(C)c(CCC#N)n3ccccc23)c1OC	-1.2%	-6%	5.4%	4%	3%	12%	-1.6%	0.2%	-4%
O=C(Cc1ccccc1)Nc1nc(=O)c2ccccc2s1	0.3%	-5%	-1.7%	17%	-1%	-13%	1.8%	-0.1%	-1%
Cc1ccccc1NC(=S)NCc1cccn1C	1.2%	-1%	3.8%	-18%	-5%	-17%	4.5%	-0.2%	-2%
COc1ccc(C[C@H]2CN3C(=NC[C@H]3C)N2CCNC(=O)CCC2CCCCC2)cc1	-1.0%	6%	7.0%	-33%	-8%	-5%	0.7%	0.2%	0%
O=C(NCCSc1c[nH]c2ccccc12)c1c(F)cccc1F	-0.1%	-1%	-2.0%	-4%	0%	-14%	-0.2%	0.3%	-24%
COc1ccc(/C=N/NC(=O)c2cc3c(OC)ccc(OC)c3[nH]2)cc1O	1.9%	0%	-9.5%	16%	-20%	6%	-3.6%	-0.1%	0%
COCCn1nnnc1C(c1cc2ccc(OC)cc2[nH]c1=O)N1CCc2ccccc2C1 (stereo unspecified)	-0.5%	2%	-0.2%	-21%	5%	-10%	4.7%	0.3%	-6%
CN(Cc1ccccc1)C(=C(Cl)Cl)/C(=C1/NCCN1C)[N+](=O)[O-]	0.2%	5%	-2.0%	-27%	-7%	5%	2.2%	1.5%	-5%
CC(C)=C1C2CCC1C1C(=O)N(CCc3ccccc3)C(=O)C21 (stereo unspecified)	-0.8%	-8%	2.2%	-6%	-6%	21%	2.7%	-0.1%	11%
COC(=O)Cn1c(C)c(/C=C/c2cc[n+](C)cc2)c2ccccc21	-0.8%	-52%	0.0%	28%	3%	15%	46%	-0.2%	18%	NS5 inhibitors pilot replicate=2.0
O=C(C1CCCN(S(=O)(=O)c2cc(Cl)ccc2Cl)C1)N1CCOCC1 (stereo unspecified)	-0.8%	0%	1.1%	-14%	5%	5%	0.0%	0.2%	7%
O=C(CNc1cc(S(=O)(=O)N2CCOCC2)ccc1NCC1CCCO1)Nc1ccc(F)c(F)c1 (stereo unspecified)	-0.8%	0%	-1.4%	-14%	16%	12%	-1.4%	-0.1%	14%
CCc1nc2ccccc2c(C(=O)OC2CCCCC2=O)c1C (stereo unspecified)	-0.4%	-3%	-4.5%	-18%	22%	9%	-1.9%	-0.1%	5%
